# Assay outcomes (PubChem BioAssay)
# mcGAS lum = cyclic GMP-AMP synthase inhibitors, mouse, primary biochemical chemiluminescence | Q8C6L5 | recombinant cGAS, Kinase-Glo ATP depletion luminescence | inhibition, % at 12.5 µM | 160,000 compounds, 0.15% hits;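 note: 0% = negative control wells and 100% = reference inhibitor with no enzyme activity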
# hcGAS lum = Primary biochemical luminescence assay for human cyclic GMP-AMP synthase inhibitors; Q8N884; recombinant h-cGAS, ATP depletion, Kinase-Glo luminescence; inhibition, % at 12.5 µM; 290,000 compounds, 0.081% hits; AID 1259398, 2018;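 note: 0% = vehicle reaction and 100% = reaction without DNA for no activity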
# Target sequence (Q8N884 whole entry, looked up): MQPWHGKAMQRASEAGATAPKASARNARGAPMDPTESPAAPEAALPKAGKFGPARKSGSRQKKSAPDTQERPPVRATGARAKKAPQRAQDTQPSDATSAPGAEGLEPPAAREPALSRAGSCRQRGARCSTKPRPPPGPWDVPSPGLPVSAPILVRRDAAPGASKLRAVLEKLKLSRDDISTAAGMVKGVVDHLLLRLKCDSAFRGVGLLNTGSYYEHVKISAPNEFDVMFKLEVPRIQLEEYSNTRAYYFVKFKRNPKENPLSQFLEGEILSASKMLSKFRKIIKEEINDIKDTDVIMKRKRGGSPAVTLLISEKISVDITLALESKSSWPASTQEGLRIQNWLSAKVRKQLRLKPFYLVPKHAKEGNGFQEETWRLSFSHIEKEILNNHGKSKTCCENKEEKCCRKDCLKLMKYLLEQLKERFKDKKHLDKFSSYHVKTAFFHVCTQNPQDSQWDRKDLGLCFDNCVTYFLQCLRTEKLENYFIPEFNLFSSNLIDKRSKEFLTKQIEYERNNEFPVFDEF
# NPYLR7 ag = agonists of mosquito NPYLR7 receptor, primary screen, cell-based, Aedes aegypti, calcium fluorescence, mosquito biting behavior; AID 1259423, 2018; activation, % at 10 µM; HEK293T NPYLR7/Galpha15, GCaMP6s calcium fluorescence; 270,000 compounds, 0.15% hits; Aedes aegypti neuropeptide Y-like receptor 7 (NPYLR7); in the data active = activation above about 40%;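 note: 0% = vehicle and 100% = reference agonist at the receptor; some compounds past the cut are filed as inactive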
# Active calls of the source: *; / = not tested or not shown. Cut-off read from the data, not from the text of the source, unless noted: active = inhibition above about 40%; inactive = the rest.
# The line under a structure holds: mcGAS lum	hcGAS lum	NPYLR7 ag
O=C(CC1CCS(=O)(=O)C1)Nc1cnc(-c2cccc(O)c2)nc1 (centres undefined)
→ /	-11.8	-2.6
O=C1c2ccccc2C(=O)N1CN(C(=O)c1ccccc1)c1ccc(O)cc1
→ -5.0	-0.9	7.2
COc1ccc(C2(C(=O)N3Cc4cnc(C(C)(C)C)nc4C3)CC2)cc1
→ -17.9	-6.9	/
C=Cc1ccc(CN2C(=O)C(C)Oc3ccc(C#N)cc32)cc1 (centres undefined)
→ /	0.9	7.7
CC(C)c1cc(C2CCN(Cc3nccn3C)CC2)[nH]n1
→ /	-4.0	1.4
CN1CCc2[nH]nc(C(=O)NCc3ccccc3-n3cncn3)c2C1
→ /	-1.6	3.8
O=C(c1ccccc1)c1ccc2c(c1)N=C1CCCC(=O)C1C(c1ccc(Cl)cc1)N2 (centres undefined)
→ -5.7	-3.4	-9.2
CCn1c(N2CCN(CC(N)=O)CC2)nc2c1c(=O)[nH]c(=O)n2C
→ -2.6	-3.0	2.4
CCOC(=O)C1(C)CCCCN1C(=O)c1cc(C)n(C(C)(C)C)n1 (centres undefined)
→ /	-8.5	-3.0
C=CCC(CC(=O)O)C(=O)Nc1cccc(-c2ccnc(C)n2)c1 (centres undefined)
→ -6.0	-4.0	-7.1
Oc1ccccc1CNCC12CCC3CC(CC(C3)C1)C2
→ -7.3	-1.6	-11.5
CCN(Cc1nccn1C)C(=O)c1ccc(N2CCN3CCCC3C2)nc1 (centres undefined)
→ /	-5.8	2.4
Cc1cccc(N2CCN(C(=O)c3n[nH]c(C)c3Br)CC2)c1
→ /	-9.9	-1.9
O=C(Nc1c(-c2ccc(Cl)cc2)nc2ccccn12)C1CCCC1
→ -0.8	-2.6	-4.8
Cc1cc(C)cc(COc2coc(CN3CCN(S(=O)(=O)c4ccc(C#N)cc4)CC3)cc2=O)c1
→ -5.3	-6.7	16.2
O=C1OC(Nc2ccccn2)c2ccccc21 (centres undefined)
→ /	4.4	3.0
Cc1ccc(C2NC(=O)N(C)C3=C2C(=O)N(C2CCCCC2)C3)c(C)c1 (centres undefined)
→ -4.6	-4.8	/
Cn1c(-c2cccs2)nn(CCNC(=O)c2ccccc2SC(F)F)c1=O
→ /	9.3	2.6
CC1=C(C(=O)OC2CCCCCC2)C(c2ccccc2I)NC(=O)N1C (centres undefined)
→ -3.5	-1.3	-0.4
CCC(=O)Nc1sc2c(c1C(=O)Nc1cccc3ccccc13)CCC(C)C2 (centres undefined)
→ -3.1	-8.7	-2.9
O=C(NC(C1CC1)C1CC1)c1cc(Cl)c2c(c1)OCO2
→ /	-4.1	1.7
Cc1cc(C(F)(F)F)nc(CCNS(=O)(=O)NCc2ccccc2)n1
→ /	4.3	-1.8
CC(C)c1ccccc1OC1CC2CCC(C1)N2C(=O)c1ccc(CSc2nc3cccc(Cl)c3o2)cc1 (centres undefined)
→ -4.4	-7.4	6.6
Cc1c(NC(=O)[C@@H](C)NC(=O)OC(C)(C)C)cccc1OC(F)F
→ /	-4.8	10.6
Cc1noc(C)c1C(=O)NCCC12CC3CC(CC(C3)C1)C2
→ /	-2.4	4.4
COc1ccc(Nc2nc(N)c([N+](=O)[O-])c(NCC3CCCO3)n2)cc1 (centres undefined)
→ /	-7.0	-2.2
COc1cc(NC(=O)COC(=O)c2cc(-c3ccco3)nc3ccccc23)cc(OC)c1
→ -3.6	-2.8	-3.9
CC(c1ccccc1)n1c(C2CC(=O)N(C(C)(C)C)C2)nc2ccccc21 (centres undefined)
→ -2.5	-6.5	-3.3
COc1cc2c(cc1-c1nccn1CCc1cccc(F)c1)OCO2
→ /	-7.4	3.3
Cc1cc(C(=O)N2CCC2(C)C(=O)Nc2cccc3ncccc23)nn1C (centres undefined)
→ -6.1	-6.7	9.5
O=C(CCN(Cc1ccccc1)c1nc(-c2ccccc2)nc2ccccc12)Nc1cccc(F)c1
→ -4.5	-3.2	/
O=C(NC1CC1)c1coc(CN(CCN2CCOCC2)Cc2cccc(F)c2)n1
→ -3.1	-4.8	14.1
O=C(CN(C(=O)Nc1ccccc1Br)C1CCCCC1)N(Cc1ccc(F)cc1)Cc1cccs1
→ -5.0	-9.6	-0.4
CN1CCCC2(CCN(C(=O)/C=C/c3cnn(C)c3)C2)C1=O (centres undefined)
→ /	-3.5	6.5
O=C(CC1CCCC1)N1CCN(C(=O)c2ccc[nH]c2=O)CC1
→ /	-13.3	0.5
C=CCNc1ccccc1C(=O)N1CCCC1c1nc(C(C)C)no1 (centres undefined)
→ /	-6.8	2.2
CCN(CC)C(=O)Oc1ccc2c(ccn2Cc2cccc(C)c2)c1NC(=O)[C@H](C)OC(C)=O
→ -6.8	-7.9	2.4
O=C(Nc1nnc(-c2ccc(Br)cc2)s1)C1CCCN1C(=O)COc1ccc(Cl)cc1 (centres undefined)
→ -4.8	-2.7	2.2
O=C(NC1CCC(n2cnnc2)CC1)c1ccc(Cn2ccnc2)o1 (centres undefined)
→ -8.1	-4.9	-3.7
Cc1nc2ccc(C(=O)N3[C@@H]4CC[C@H]3CNC(=O)C4)cc2nc1C
→ /	-0.5	15.6
CC(NC(=O)c1ccc(=O)n(C)c1)c1nc(C(C)(C)C)cs1 (centres undefined)
→ /	-7.0	4.5
COc1ccc(N2CCC(NC(=O)/C=C/c3ccco3)CC2)cc1
→ /	2.3	-1.0
Cc1cc(-n2c(C)nc3ccccc3c2=O)ccc1NC(=O)Nc1cccs1
→ /	-1.7	-8.3
Cc1cc(C)c(S(=O)(=O)Nc2ccc(-c3ccc4nnc(C)n4n3)cc2)cc1C
→ -5.6	-2.4	-10.8
COC(=O)c1ccc(CN(Cc2ccccc2)Cc2cccn2C)o1
→ /	-9.6	-2.0
Cc1ccccc1Oc1cc(N2CCN(C(=O)c3cccs3)C(C)C2)ncn1 (centres undefined)
→ -4.8	-3.6	-8.5
O=[N+]([O-])c1cc(S(=O)(=O)CS(=O)(=O)c2ccc(Cl)c([N+](=O)[O-])c2)ccc1Cl
→ /	0.8	-2.1
CN(C)c1cc[n+](Cc2c(Cl)cccc2Cl)cc1
→ /	7.3	3.3
CCc1ccccc1NC(=O)Cc1csc(N2CCCC2=O)n1
→ /	-8.8	8.7
Fc1cc(F)c2nc(NCCCn3ccnc3)sc2c1
→ /	-6.7	-0.4

# The results go on:
# The line under a structure holds: mcGAS lum	hcGAS lum	NPYLR7 ag
Cc1cc(C)n(-c2nc3c(c(=O)n2CC(=O)NCc2ccccc2)CCC3)n1
→ -7.6	-4.6	/
Cc1ccc(-c2cc(C(F)(F)F)n3ncc(C(=O)Nc4ccc(Cl)cc4)c3n2)cc1
→ -5.7	-2.7	2.0
CC1(C(=O)NS(=O)(=O)c2ccc(Cl)cc2)CCN1C(=O)CC(c1ccccc1)c1ccccc1 (centres undefined)
→ /	-5.5	6.2
CC1CCN(C(=O)C(C2CCCC2)N2CCN(C(=O)c3cccc(Br)c3)CC2)CC1 (centres undefined)
→ -6.9	-8.4	9.2
Cn1ccc2c(-c3ncccc3C(=O)N3CCCCC3)ccnc21
→ /	-3.7	8.2
CNc1ncc(C(=O)NCc2ccc3[nH]c(-c4ccccc4F)c(C)c3c2)cn1
→ -15.2	-7.0	6.7
Clc1ccc(C2=Nc3nnnn3C(c3ccco3)C2)cc1 (centres undefined)
→ /	-5.3	3.8
CCn1c(C2CCN(C(=O)Nc3ccc(OC)c(OC)c3)CC2)nn(C)c1=O
→ -16.6	-3.0	4.4
Cc1ccc2oc(-c3ccc(C)c(NC(=O)c4ccc([N+](=O)[O-])cc4)c3)nc2c1
→ -6.8	7.5	-4.1
Cc1onc(-c2c(F)cccc2Cl)c1C(=O)N1CCN(CCCOC(c2ccc(Cl)cc2)c2ccc(Cl)cc2)CC1
→ -7.5	-1.4	24.3
Cc1ccc(-c2ccnc(NCCNC(=O)c3ccncc3)n2)c(C)n1
→ /	-2.2	-7.5
O=C(Cn1ccnc1)N1CCCCCC1CC(O)c1ccccc1 (centres undefined)
→ /	-8.3	6.1
Cc1noc(C)c1C1CCCN1C(=O)c1cc(-c2ccccc2O)n[nH]1 (centres undefined)
→ -13.4	-4.2	4.2
CN(C)CCN(C)C(=O)c1cn(Cc2ccccc2F)nn1
→ 0.2	-2.4	-4.5
COc1ccccc1-c1cnn2c(C)c(C(=O)NC(C)c3cccc4ccccc34)cnc12 (centres undefined)
→ -9.6	-17.8	5.9
CCOC(=O)C1(O)CCN(C(=O)Cc2cn(C)c3ccccc23)CC1
→ /	-4.3	-0.8
COc1ccc(CC(=O)N2C[C@H]3[C@H](O)[C@@H]4C[C@H](c5ccc(F)cc5)[C@@H](O4)[C@H]3C2)cc1
→ 2.6	-4.2	3.6
COc1ccc(C(=O)N2CCC3(CC2)C(=O)N(CC(=O)NCc2ccco2)CN3c2ccccc2)cc1
→ 1.4	-0.6	-4.5
Cn1cc(NC(=O)NCc2ccc(Cl)cc2)c2ccccc21
→ -1.7	1.0	-4.2
O=C(c1ccc(Cl)c(Cl)c1)N1CCN(c2c3c(nc4ncnn24)CCCC3)CC1
→ -7.0	-0.5	/

# Part of the list above in order of SMILES length, smallest number first:
# The line under a structure holds: mcGAS lum	hcGAS lum	NPYLR7 ag
O=C(Cn1ccnc1)N1CCCCCC1CC(O)c1ccccc1 (centres undefined)
→ /	-8.3	6.1
Cn1cc(NC(=O)NCc2ccc(Cl)cc2)c2ccccc21
→ -1.7	1.0	-4.2
COc1ccccc1-c1cnn2c(C)c(C(=O)NC(C)c3cccc4ccccc34)cnc12 (centres undefined)
→ -9.6	-17.8	5.9

# The listing continues:
# The line under a structure holds: mcGAS lum	hcGAS lum	NPYLR7 ag
CCC(C)(C)C1CCC(=NNc2nnc(C)c(=O)[nH]2)CC1 (centres undefined)
→ -17.6	-6.3	3.6
CCOc1ccc(NC(=O)N[C@@H](Cc2ccccc2)C(=O)N2CCC(C(=O)N3CCOCC3)CC2)cc1
→ -10.0	-7.4	3.0
O=C(NCCCn1nc(-c2ccccc2)ccc1=O)Nc1ccc(OC(F)(F)F)cc1
→ /	-0.5	-1.8
Cc1nn(C)c(C)c1NC(=O)c1cc(-c2ccc(Br)cc2)n[nH]1
→ /	-3.6	5.0
O=C(c1ccc(N2CCC(NCC3OCCc4ccccc43)CC2)cc1)N1CCc2ccccc2C1 (centres undefined)
→ -12.2	-9.6	24.2
CCOc1ccc(C(=O)Nc2c3c(nn2C(C)(C)C)CS(=O)C3)cc1OCC (centres undefined)
→ /	-6.0	2.8
CCCC(C)NC(=O)c1cc(S(=O)(=O)NC)ccc1Br (centres undefined)
→ /	-10.6	2.3
CCOc1cc2c(cc1NS(=O)(=O)c1cccs1)OC(C)C2 (centres undefined)
→ -1.7	2.0	-7.4
CCOC(=O)C1(Cc2ccccc2Cl)CCN(C(=O)c2ccsc2)CC1
→ -4.1	-0.7	5.6
CC1(C(=O)Nc2nc(-c3cc(F)ccc3F)cs2)Cc2ccccc2C(=O)O1 (centres undefined)
→ -8.0	-2.8	-3.3
CC(NC(=O)c1ccccc1N1CCC(NC(=O)c2ccc(F)cc2)CC1)c1ccccc1 (centres undefined)
→ 0.3	0.9	-15.5
COCCN(Cc1cccn1Cc1cccc(C(F)(F)F)c1)C(=O)Nc1ccc(C)c(C)c1
→ -5.2	-16.1	-2.2
O=C(Nc1ccc2c(c1)OCO2)c1ccc2sc([C@@H]3O[C@H](CO)[C@H](O)[C@H](O)[C@H]3O)nc2c1
→ -5.2	-3.7	12.5
COCCN=c1scc(-c2ccc(OC)cc2)n1N=Cc1cc(Br)c(O)c(OC)c1
→ -3.6	-13.0	-3.3
O=C(c1ccco1)N1CCCC(OCc2ccccc2Cl)C1 (centres undefined)
→ -4.7	-3.8	-13.5
COc1ccc(S(=O)(=O)N(Cc2cccc(OS(=O)(=O)c3ccc(F)cc3)c2)Cc2ccco2)cc1
→ -5.0	-6.5	-3.0
COc1cccc(CN(C)Cc2nc3ccc(Cl)cc3c(=O)[nH]2)c1
→ /	1.1	-10.9
CCCOc1nc2ccccc2nc1N1CCOCC1
→ -5.4	-4.9	2.6
Cc1cc(CNC(=O)c2ccc(Cn3ccccc3=O)o2)ccc1F
→ /	0.9	-24.8
CCC1(C)N(O)C(C)C(c2ccccc2)=[N+]1[O-] (centres undefined)
→ /	-1.5	-10.0

# Just hcGAS lum and NPYLR7 ag, for 4 of the compounds above:
smiles | hcGAS lum | NPYLR7 ag
COc1ccc(S(=O)(=O)N(Cc2cccc(OS(=O)(=O)c3ccc(F)cc3)c2)Cc2ccco2)cc1 | -6.5 | -3.0
COc1cccc(CN(C)Cc2nc3ccc(Cl)cc3c(=O)[nH]2)c1 | 1.1 | -10.9
CCCOc1nc2ccccc2nc1N1CCOCC1 | -4.9 | 2.6
Cc1cc(CNC(=O)c2ccc(Cn3ccccc3=O)o2)ccc1F | 0.9 | -24.8

# Going on with the list:
# The line under a structure holds: mcGAS lum	hcGAS lum	NPYLR7 ag
Cc1cc(C(=O)Nc2cccc(C(=O)NC(C)(C)C)c2C)cc(=O)[nH]1
→ /	0.8	6.4
Cc1ccc(Cc2nsc(N3CCC(CNS(=O)(=O)c4c(C)cc(C)cc4C)CC3)n2)cc1
→ -3.9	-3.0	4.0
N#Cc1ccc(COC(CN2CCN(C(=O)c3ccoc3)CC2)c2cccc(N3CCCC3)c2)cc1 (centres undefined)
→ -4.0	-1.5	-3.5
COc1ccc2oc(=O)n(C3CCN(C(=O)c4cccc5c4-c4ccccc4C5=O)CC3)c2c1
→ 2.2	4.0	-12.7
Cc1cc(C)c2nc(N(Cc3cccnc3)C(=O)Cc3ccccc3)sc2c1
→ -6.3	-4.9	-11.8
O=C(NCc1ccco1)c1coc(CN(Cc2ccc3c(c2)OCO3)Cc2ccc(Cl)cc2Cl)n1
→ -5.4	-3.8	14.1
